Screening data as filed in PubChem.
APJ agonist: activates the human apelin receptor APJ; CHO-K1 APJ PathHunter beta-arrestin, luminescence; 0% DMSO wells, 100% apelin; P35414; 330,000 tested, 0.11% active; AID 2520; activation, % at 20 µM;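 active = activation more than six SD over the plate average, tested at 20 µM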;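 also: 0% = DMSO alone and 100% = apelin-13 at 10 nM; some results filed as inactive read as strong as hits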
Target sequence (P35414 whole entry, looked up): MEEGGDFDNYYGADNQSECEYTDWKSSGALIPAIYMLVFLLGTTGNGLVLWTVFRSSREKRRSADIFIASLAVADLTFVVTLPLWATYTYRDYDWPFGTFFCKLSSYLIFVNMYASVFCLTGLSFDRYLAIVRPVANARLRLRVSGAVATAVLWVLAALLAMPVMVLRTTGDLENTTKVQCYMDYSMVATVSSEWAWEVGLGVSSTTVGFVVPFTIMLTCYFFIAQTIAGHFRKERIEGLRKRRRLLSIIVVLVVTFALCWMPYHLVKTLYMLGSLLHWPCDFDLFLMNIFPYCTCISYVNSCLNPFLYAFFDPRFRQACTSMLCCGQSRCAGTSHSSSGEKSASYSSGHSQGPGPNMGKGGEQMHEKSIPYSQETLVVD
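Assay system – PathHunter CHO-K1 APJ (AGTRL-1) beta-arrestin reporter cells · Compound – one dose, 20 µM compound, 1% DMSO · Timing – compound 90 min 25 °C, reagent 1 h · Measured by – luminescence from split beta-galactosidase complementation, Galacton Star/Emerald II substrate · Measure – beta-arrestin recruitment to APJ as agonist activity, luminescent signal · Benchmarks – DMSO vs Apelin-13 10 nM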
UPR XBP1 act: activators of adaptive arm of unfolded protein response (XBP1). 330,000 tested, 0.33% active. CHO-XBP1 luciferase reporter, IRE1-XBP1 UPR activation, luminescence; percent of tunicamycin response, DMSO as zero. activation, % at 20 µM;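 active = versus positive control, 20 µM dose yields 30% or more activation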;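 also: 100% = tunicamycin at 10 µg/mL and 0% = DMSO only wells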
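Material – CHO cell line with stable XBP1 luciferase reporter · Buffer or medium – F12 plus 10% FBS · Compound – single point, 20 µM final compound, 1% DMSO · Schedule – 16-18 h cell attachment at 37 °C, then 6 h compound exposure · Signal – Steady-Glo luminescence read · Benchmarks – high control tunicamycin 10 µg/mL final, low control DMSO vehicle only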
TIM10 inh: growth inhibitors of TIM10 yeast strain; 330,000 tested, 1.4% active; inhibition, % at 10 µM; S. cerevisiae TIM10 strain growth, BacTiter-Glo luminescence, 24 h;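 active = inhibition of 40% or more at the single tested concentration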;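 also: wild-type TIM10 isogenic control strain grown at permissive 25 °C; 0% = DMSO yeast wells and 100% = minimal medium wells without yeast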
NR3A LBD binder: modulates the human NR3A ligand-binding domain; NR3A LBD differential scanning fluorimetry, Tm shift; 0% = protein alone, 100% = glycine-bound protein; Tm shift relative to glycine control, % at 25 µM; 340,000 tested, 2.5% active; AID 1259313;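 active = melting temperature shift of at least 10% of the positive control shift, at one fixed dose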
tim10-1 inh: tim10-1 yeast growth inhibition; S. cerevisiae tim10-1 ts strain growth, BacTiter-Glo, 24 h; inhibition, % at 20 µM; 330,000 tested, 2.2% active; AID 463190;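 active = inhibition of at least 40%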;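 also: mutant grown at 25 °C; 0% = DMSO wells with yeast and 100% = wells holding no yeast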
tim23-1 inh: tim23-1 yeast growth inhibition; 330,000 tested, 1.3% active; S. cerevisiae tim23-1 growth, BacTiter-Glo luminescence, 24 h; inhibition, % at 20 µM;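 active = growth inhibition of the mutant yeast at or above 50%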;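 also: temperature-sensitive mutant grown at 25 °C; plate controls were DMSO-treated mutant yeast for no effect and medium wells lacking yeast for full effect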
NALP3 yeast inh: NALP3 inhibition in yeast; Yeast reconstituted NLRP3/ASC/caspase-1, beta-gal luminescence, 24 h; inhibition, % at 10 µM; 330,000 tested, 0.39% active; AID 2825;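 active = inhibition of 50% or more; inactive = inhibition below 50%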;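 also: plate controls were induced DMSO wells for no effect and uninduced yeast grown without galactose for full effect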
CHOP UPR activ: activators of apoptotic arm of unfolded protein response (CHOP); CHO-CHOP luciferase reporter, UPR activation, luminescence; percent of tunicamycin response over DMSO baseline; activation, % at 10 µM; 330,000 tested, 0.34% active;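 active = at 10 µM dose, activation of 40% or more, normalized to positive control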;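 also: 100% = tunicamycin at 10 µg/mL and 0% = DMSO alone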
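measured by = luciferase luminescence | assay system = CHO-CHOP cells, stable luciferase reporter of PERK-eIF2a-CHOP signalling | amount = 500 reporter cells seeded per well | timing = 6 h compound exposure at 37 °C after overnight seeding | controls = positive tunicamycin 10 µg/mL, negative DMSO alone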
Mdm2 MdmX PPI: inhibitors of human Mdm2/MdmX interaction | SaOS-2 split-luciferase Mdm2/MdmX complementation, luminescence | inhibition, % at 8 µM | 330,000 tested, 3% active | O15151+Q00987;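 active = inhibition of at least 50% at 8 µM in the primary screen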
* marks the source's active call; other numbers are inactive results; / = no result given. An unsorted share of the library; any-hit rate near 8.2%.

SMILES	APJ agonist	UPR XBP1 act	TIM10 inh	NR3A LBD binder	tim10-1 inh	tim23-1 inh	NALP3 yeast inh	CHOP UPR activ	Mdm2 MdmX PPI
O=C(NCCOc1ccccc1)C1CCC(=O)N(CCCN2CCCC2=O)C1 (centres undefined)	-3	-2	-1	-2	0	12	4	5.5	-3
COc1cc(C2C(C(=O)c3cc4ccccc4o3)=C(O)C(=O)N2c2cc(C)on2)cc(OC)c1OC (centres undefined)	-4	0	10	-1	-1	8	-5	-0.9	11
CCCn1c2ccccc2c2cnn(CC(=O)N(CC)CC)c(=O)c21	-3	0	2	-2	24	17	3	0.6	-12
O=[N+]([O-])c1ccc(OCCCCN2CCc3ccccc3C2)cc1	-2	-5	-16	-1	-32	-1	23	-0.5	2
CCN1CCN(c2cc(=O)n(-c3cc(Cl)ccc3C)c(=O)[nH]2)CC1	-2	-2	-8	0	11	2	9	-2.1	30
COc1ccc(C(=O)N[C@H](C(=O)NCCCn2nc(C)cc2C)C(C)C)cc1	-3	-3	7	-2	10	9	-6	-0.3	20
CC1CCN(S(=O)(=O)c2cccc(C(=O)Nc3ccccc3)c2)CC1	4	-2	24	-7	11	45	17	-2.0	-7
CCn1nc(C(=O)NNC(=O)C(Cc2ccccc2)NC(N)=O)c2ccccc2c1=O (centres undefined)	0	-2	-3	-1	2	6	12	2.8	23
CS(=O)(=O)c1nc(-c2cccs2)cc(C(F)(F)F)n1	5	-7	35	/	23	6	28	-9.6	100*
COc1ccc2nc(C)c3c(c2c1)OC(C(C)(Cl)Br)C3 (centres undefined)	-9	-2	17	-3	20	20	-7	-2.0	16
COc1cccc(C2CC(c3cccs3)Nc3ncnn32)c1 (centres undefined)	-3	3	13	-1	21	17	0	-2.7	4
CCN(CC)S(=O)(=O)c1cccc(C(=O)NC2CCCCC2)c1	-2	0	3	1	17	19	7	-0.2	-5
Nc1ncnc2c1ncn2[C@@H]1O[C@H](CN=C2NS(=O)(=O)c3ccccc32)[C@@H](O)[C@H]1O	-2	-3	6	3	-12	8	5	0.3	9
O=S(=O)(NNc1nccc(C(F)(F)F)n1)c1cccc(Cl)c1Cl	10	-1	-8	1	-3	4	-10	3.4	5
CCc1n[nH]c(=S)n1/N=C/c1ccc(-c2ccc(Br)cc2)o1	-4	5	19	5	18	6	28	0.1	3
O=C(Cn1ccc2ccccc2c1=O)NCCC(=O)Nc1ccc(F)cc1F	-2	-2	9	0	6	-3	9	1.9	2
O=C(c1ccc2[nH]ccc2c1)N1CCCC(Nc2ccccc2)C1 (centres undefined)	0	-2	3	-1	26	13	11	-2.9	-10
O=S(=O)(NCC1CCN(c2ccc(S(=O)(=O)N3CCOCC3)cc2)CC1)c1ccc(F)cc1	1	-6	-12	-2	-4	9	14	2.0	-2
CCC1=NN(C(=O)c2ccc([N+](=O)[O-])cc2)C(O)(c2ccccc2)C1 (centres undefined)	-10	-1	10	-1	24	31	46	-0.5	45
C=CCSc1n[nH]c(-c2ccc(OCCC)cc2)n1	-5	2	46*	-1	21	66*	57*	2.3	-110
CC1=NOC(=O)/C1=C\c1ccc(-c2ccc(Br)cc2C(=O)O)o1	0	0	-4	3	7	15	8	-0.8	15
O=C(O)C1CCCCN1C(=O)c1cc2c(s1)CCCCC2 (centres undefined)	-4	-1	5	1	11	11	2	0.1	-16
Cc1ccn(CCC(=O)N2c3ccccc3CC2C)n1 (centres undefined)	-1	-3	5	0	14	12	-10	1.9	-14
COc1cccc(NC(=O)C2CCCN(c3ncnc4c3nc3n4CCCCC3)C2)c1 (centres undefined)	-1	-2	2	-2	27	8	14	-1.2	13

An excerpt from above, showing only Mdm2 MdmX PPI and CHOP UPR activ:
canonical_smiles,Mdm2 MdmX PPI,CHOP UPR activ
CCCn1c2ccccc2c2cnn(CC(=O)N(CC)CC)c(=O)c21,-12,0.6
Cc1ccn(CCC(=O)N2c3ccccc3CC2C)n1 (centres undefined),-14,1.9

Fetched one by one from the entries so far, six records:
SMILES	APJ agonist	UPR XBP1 act	TIM10 inh	NR3A LBD binder	tim10-1 inh	tim23-1 inh	NALP3 yeast inh	CHOP UPR activ	Mdm2 MdmX PPI
O=S(=O)(NCC1CCN(c2ccc(S(=O)(=O)N3CCOCC3)cc2)CC1)c1ccc(F)cc1	1	-6	-12	-2	-4	9	14	2.0	-2
CCc1n[nH]c(=S)n1/N=C/c1ccc(-c2ccc(Br)cc2)o1	-4	5	19	5	18	6	28	0.1	3
COc1cccc(NC(=O)C2CCCN(c3ncnc4c3nc3n4CCCCC3)C2)c1 (centres undefined)	-1	-2	2	-2	27	8	14	-1.2	13
Nc1ncnc2c1ncn2[C@@H]1O[C@H](CN=C2NS(=O)(=O)c3ccccc32)[C@@H](O)[C@H]1O	-2	-3	6	3	-12	8	5	0.3	9
CC1=NOC(=O)/C1=C\c1ccc(-c2ccc(Br)cc2C(=O)O)o1	0	0	-4	3	7	15	8	-0.8	15
C=CCSc1n[nH]c(-c2ccc(OCCC)cc2)n1	-5	2	46*	-1	21	66*	57*	2.3	-110

The results go on.
SMILES	APJ agonist	UPR XBP1 act	TIM10 inh	NR3A LBD binder	tim10-1 inh	tim23-1 inh	NALP3 yeast inh	CHOP UPR activ	Mdm2 MdmX PPI
COc1ccc(C(=O)NCC2(c3ccccc3)CCCC2)c(OC)c1	-1	-4	-9	-1	17	19	18	1.9	8
CCOc1ncccc1C(=O)N(C)CC(=O)Nc1ccccc1SC	0	-3	-6	0	21	9	2	0.3	-6
COC(=O)C1Sc2[nH]c(=O)sc2C(c2ccc(Cl)cc2)C1C(=O)OC (centres undefined)	-3	1	14	-3	38	43	3	0.7	-29
COC(=O)c1ccc([N+](=O)[O-])cc1N1C(=O)C2C3CCC(C3)C2C1=O (centres undefined)	0	1	-2	0	14	17	27	-1.8	-6
S=c1[nH]cnc2scc(-c3ccc(Cl)cc3)c12	-7	5	-24	0	7	-9	31	0.4	27
COc1cccc(N2C(=O)CC(N3CCN(C(=O)c4ccco4)CC3)C2=O)c1 (centres undefined)	-3	2	-7	0	4	3	10	0.9	12
CC(=O)OCC(=O)[C@@]1(OC(C)=O)[C@@H](C)C[C@H]2[C@@H]3C[C@H](F)C4=CC(=O)C=C[C@]4(C)[C@@]3(F)[C@@H](O)C[C@@]21C	6	-7	4	1	3	8	6	-1.1	-20
CC(=O)C[C@H](O)CC(=O)[C@H]1OC(=O)CCCCCCCCc2ccccc21	1	0	13	-1	16	33	2	0.4	-11
O=C(Nc1ccc(S(=O)(=O)Nc2cnc3ccccc3n2)cc1)c1ccc([N+](=O)[O-])cc1Cl	8	-5	-2	-1	-2	-6	24	2.6	-15
Cc1ccc2c(c1)CCCN2C(=O)c1c(C)noc1C	-5	-2	10	0	25	13	-17	0.3	-25
Cn1c(N)c(S(=O)(=O)N2CCN(C(=O)c3ccco3)CC2)c(=O)n(C)c1=O	-1	0	5	4	-4	6	-3	1.6	0
CCCOC1CCCN(C(=O)CCc2nnc(CCCCc3ccccc3)o2)C1 (centres undefined)	-1	7	15	2	21	15	8	1.0	-11
COc1ccc(Cn2nc(C)cc2C)cc1OC	4	0	-7	0	9	12	11	0.5	14
CN(C(=O)COC(=O)c1ccc(Cl)c(N)c1)c1ccccc1	-1	1	-30	-2	21	34	15	-1.0	12
COc1cccc(C(=O)Nc2nnc(-c3ccc(F)cc3)o2)c1	-3	1	21	-1	28	-35	29	-1.1	36
O=C(O)c1cc(S(=O)(=O)Nc2ccc3c(c2)OCCO3)c(Cl)cc1Cl	-3	-6	7	1	14	20	-7	-6.3	55*
O=C(Nc1ccc(S(=O)(=O)Nc2ncccn2)cc1)C(F)(F)F	-2	-3	-5	-3	15	12	8	0.6	-2
CCCC(=O)NC1=C(C#N)C2(CCCC2)Cc2ccccc21	-5	-2	15	0	20	17	-5	0.3	7
Cc1ccc([C@@H]2[C@@H]3C(=O)N(c4ccccc4)C(=O)[C@@H]3[C@]3(C)C(=O)N(Cc4ccccc4)CC(=O)N23)o1	-2	3	0	-1	13	3	13	1.2	-32
COc1ccccc1/C=C\C(=O)NCC(=O)N/N=C/c1ccc(O)cc1O	-3	-2	28	-3	-9	-14	-1	-1.3	23
Cc1cccc(OCc2nc(-c3ccccn3)n[nH]2)c1	-3	-3	18	0	38	26	27	0.8	10
